# Hsp70 displacement = Hsp70 inhibitors, probe displacement, primary screen, biochemical, fluorescence polarization (AID 583); Heat shock 70 kDa protein 1A (Homo sapiens); actives 0.06% (n = 140,000); displacement, % at 20 µM; hits with a dose series show IC50 in µM; Hsp70 fluorescence polarization probe displacement, mP; higher % means a stronger effect; in the data active = displacement above about 50%;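 also: plate controls were vehicle for no effect and reference ligand for full effect; a part of the inactive calls stands beside numbers as strong as those of hits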
# Rat MKP-3 inhibitors = MKP-3 phosphatase inhibitors, primary screen, biochemical, rat enzyme, in vitro (AID 425) | actives 0.17% (n = 110,000) | one-dose inhibition, % at 20 µM; IC50 in µM for titrated hits | recombinant MKP-3 phosphatase activity, fluorescence; higher % means a stronger effect; in the data active = inhibition above about 50%;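 also: plate controls were vehicle for no effect and reference inhibitor for full effect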
# * marks the source's active call; other numbers are inactive results; . = not tested or not shown; & = joins results of further samples.
SMILES,Hsp70 displacement,Rat MKP-3 inhibitors
COc1ccccc1C(=O)NN1C(=O)/C(=C/c2ccccc2Cl)SC1=S,2.4%,0%
O=C(Nc1ncc(Cc2ccc(Cl)c(Cl)c2)s1)c1ccccc1Cl,2.1%,4%
COc1ccc(NC(=O)c2oc3ccccc3c2NC(=O)c2ccc(OC)c(OC)c2)c(OC)c1,5.2%,-5%
CCOc1cccc(C2c3c(oc4cc(C)c(C)cc4c3=O)C(=O)N2CCCN(C)C)c1 (stereo not given),1.8%,-12%
CC(=O)Nc1ccc(-c2nc(C)c(C(C)=O)n2O)cc1,-3.8%,-9%
CCOC(=O)Cc1csc(NC(=O)CCN2C(=O)c3cccc([N+](=O)[O-])c3C2=O)n1,2.2%,1%
O=C(Nc1cccc2c(NC(=O)c3ccco3)cccc12)c1ccco1,-11%,-2%
COc1ccc(C=Nc2ccc3nn(-c4ccccc4)nc3c2)cc1,2.0%,1%
c1ccc(-c2nn3c(Cn4nnc5ccccc54)nnc3s2)nc1,15%,7%
CC(=O)NNc1nc(-c2ccccc2)c2cc(Br)ccc2n1,-7.7%,3%
O=C(Nc1ccc(F)cc1)c1cccc(NC(=O)C2C3CC4OC(=O)C2C4C3)c1 (stereo not given),0.7%,.
O=C(CSc1nnc(-c2ccco2)o1)c1ccc(F)c(F)c1,4.1%,-5%
O=C(C(c1ccccc1)c1ccccc1)N1CCC(Cc2ccccc2)CC1,-5.4%,4%
O=C1/C(=C/Nc2ccccc2NS(=O)(=O)c2ccccc2)CCc2ccccc21,-4.4%,4%
CCCC(CCC)C(=O)Nc1c[nH]c(=O)[nH]c1=O,11%,.
O=c1c2ccccc2nc2n1C1(CCCCC1)Cc1ccccc1-2,-1.5%&0.1%,3%
CCOC(=O)c1ccc2c(c1)c1c(n2CC)C(=O)CCC1,7.5%,1%
Cc1[nH]nc2nc3c(c(OC(=O)c4ccccc4)c12)c(=O)n(C)c(=O)n3C,3.4%,-6%
O=C1NC(=O)N(c2ccc3c(c2)OCO3)C(=O)/C1=C/c1ccc(Sc2ccccc2)o1,2.5%,10%
O=C(COc1ccc(F)c(Cl)c1)c1ccc[nH]1,-5.8%,-8%
COc1ccc(NC(=O)c2ccc(C#Cc3ccccc3)cc2)cc1,2.8%,4%
COc1ccc(Cc2nnc(SCC(=O)N3CCc4ccccc4C3)o2)cc1,-2.1%,-13%
Cc1cc(C)n(C(=O)C(C)N2C(=O)c3ccccc3C2=O)n1 (stereo not given),-5.5%,-7%
COc1ccccc1CNC(=O)c1ccc(S(=O)(=O)N(C)C)cc1,-0.5%,8%

# 6 records drawn at random from those above, as already listed:
SMILES,Hsp70 displacement,Rat MKP-3 inhibitors
CC(=O)NNc1nc(-c2ccccc2)c2cc(Br)ccc2n1,-7.7%,3%
CCOc1cccc(C2c3c(oc4cc(C)c(C)cc4c3=O)C(=O)N2CCCN(C)C)c1 (stereo not given),1.8%,-12%
COc1ccccc1CNC(=O)c1ccc(S(=O)(=O)N(C)C)cc1,-0.5%,8%
COc1ccc(Cc2nnc(SCC(=O)N3CCc4ccccc4C3)o2)cc1,-2.1%,-13%
CCOC(=O)c1ccc2c(c1)c1c(n2CC)C(=O)CCC1,7.5%,1%
CC(=O)Nc1ccc(-c2nc(C)c(C(C)=O)n2O)cc1,-3.8%,-9%

# Other entries follow:
SMILES,Hsp70 displacement,Rat MKP-3 inhibitors
CCSc1nnc2c(Cl)cc(Cl)cn12,3.1%,-6%
NCCCC(=O)O,-3.5%,.
COc1cccc(Cn2c(OCC3CCCO3)nc3c2c(=O)n(C)c(=O)n3C)c1 (stereo not given),1.0%,-1%
CCOC(=O)c1cccc(NC(=O)CN2C(=O)C3C4C=CC(C4)C3C2=O)c1 (stereo not given),2.2%,-1%
CCOc1ccc(C2=Nn3c(nnc3-c3ccc(OC)cc3)SC2)cc1,3.9%,-12%
COc1ccc(CCN=C2SCC(=O)N2C)cc1OC,-1.6%,-16%
CCC(Sc1nnc(-c2ccc(C)c(Cl)c2)n1CC)C(=O)Nc1nccs1 (stereo not given),-0.8%,-10%
O=C(Cc1ccccc1)Nc1cc(C(=O)O)cc(C(=O)O)c1,2.2%,0%
CC(=O)N1CCc2cc(C(=O)CN3CCN(C(=O)c4ccco4)CC3)ccc21,0.8%,2%
COCCCNc1oc(-c2ccccc2F)nc1C#N,-0.9%,2%
COc1ccc2[nH]c(=O)c(CN(C(C)=O)C3CCCCC3)cc2c1,2.9%,-8%
COCCNC(=O)CN(c1ccc(C)cc1)S(=O)(=O)c1ccc(OC)c(OC)c1,5.5%,-3%
O=C(Nc1c(C(=O)N2CCC(Cc3ccccc3)CC2)cnn1-c1ccccc1)c1ccc(Br)cc1,2.3%,6%
COC(=O)CCC(=O)Nc1ccc(NC(C)=O)cc1,-1.0%,-8%
O=C(NCc1ccco1)C1CCC(CNS(=O)(=O)c2cccc3cccnc23)CC1 (stereo not given),1.6%,2%
C=CCc1cccc(/C=N/NC(=O)CSc2ccccn2)c1O,1.8%,4%
O=C(c1ccccc1)c1ccc(N2CCNCC2)cc1,3.2%,-13%
CCOC(=O)NC(CC(=O)O)c1ccc(OCC)cc1 (stereo not given),.,7%
CC1(C)CC(=O)c2sc(NS(C)(=O)=O)nc2C1,2.0%,-2%
O=S(=O)(Nc1ccc(O)c2ccccc12)c1ccc(F)cc1,1.0%,9%
COC(=O)c1ccc(/C=C2\C(=O)NC(=O)N(c3ccc(Cl)cc3)C2=O)cc1,-1.4%,3%
COc1ccc(/C=N/n2c(N)c(S(=O)(=O)c3cccs3)c3nc4ccccc4nc32)cc1OC,-0.4%,.
O=C(O)c1nn(-c2ccccc2)nc1-c1nn(-c2ccccc2)nc1C(=O)O,2.1%,-2%
O=C1c2ccccc2NC(c2cccc(O)c2)N1c1ccc(Cl)cc1 (stereo not given),2.8%,-1%
CC(=O)Oc1ccc(/C=C2/SC(=S)N(c3ccccc3)C2=O)cc1,4.8%,2%
CC(=O)c1cccc(NC(=O)N2CCN(S(C)(=O)=O)CC2)c1,-0.1%,-6%
CC(=O)Oc1ccccc1-c1nc(C)nn1C(C)=O,-0.1%,3%
COc1ccc(CN2CCN(C(=O)CC(C)C)CC2)cc1OCc1ccccc1,2.9%,-2%
O=C(NCC(=O)N(c1cccnc1)C(C(=O)NC1CCCC1)c1ccco1)c1cccs1 (stereo not given),.,-4%
Cc1cc(N2CCN(c3ccccc3)CC2)n2nnnc2n1,4.8%,3%
CCc1n[nH]c2c1C(=O)CC(C)(C)C2,1.2%,-6%
O=C1C=C(O)CC(c2cccs2)C1 (stereo not given),1.9%,1%
COC(=O)c1ccc(NC(=O)COc2ccc(S(=O)(=O)NC(C)C)cc2)cc1,-1.1%,0%
Cc1ccc2[nH]c(=O)c(CN(CCc3ccccc3)Cc3nnnn3CC3CCCO3)cc2c1 (stereo not given),7.8%,-4%
O=C(c1cc(I)ccc1Cl)N1CCN(c2ccc([N+](=O)[O-])cc2)CC1,1.2%,-4%
CC1CCN(C(=O)c2cc3nc(C4CC4)cc(C(F)(F)F)n3n2)CC1,10%,.

# Overlap with the part before: two entries; new compounds follow.
SMILES,Hsp70 displacement,Rat MKP-3 inhibitors
O=C(c1cc(I)ccc1Cl)N1CCN(c2ccc([N+](=O)[O-])cc2)CC1,1.2%,-4%
CC1CCN(C(=O)c2cc3nc(C4CC4)cc(C(F)(F)F)n3n2)CC1,10%,.
NS(=O)(=O)c1ccc(NC(=O)CN2CCN(Cc3ccccc3)CC2)cc1,3.9%,-12%
O=C(Nc1ccc2nc(-c3cccnc3)[nH]c2c1)C1CCCCC1,0.2%,.
Cc1cccc(-n2nc3c(c2NC(=O)CCC2CCCCC2)CS(=O)C3)c1C (stereo not given),3.0%,1%
COc1ccc(NC(=O)c2cccc(Oc3ccccc3)c2)cc1OC,-2.5%,4%
CN(C)c1ccc(NC(=O)c2ccc(Br)cc2)cc1,9.1%,0%
Cc1ccc(S(=O)(=O)N2CCN(Cc3nc4ccccc4n3C)CC2)cc1,-2.9%,-8%
N#C/C(=C/c1ccc(Sc2nc3ccccc3[nH]2)o1)c1cccc(F)c1,-1.7%,.
N#Cc1cc2cc3c(cc2nc1N1CCOCC1)OCO3,-1.6%,-3%
CC(=O)N1CCC(C(=O)Nc2ccccc2)(N(Cc2ccccc2)C(=O)c2cccnc2)CC1,2.6%,-4%
O=C(OCn1nnc2ccccc2c1=O)c1ccc2ncsc2c1,-0.4%,5%
CCC1CCc2c(sc(NC(=O)c3ccc(C(C)C)cc3)c2C(N)=O)C1 (stereo not given),7.8%,0%
CCOc1ccccc1-n1c(SCC(=O)NC2CCCC2)nnc1-c1ccoc1C,-5.5%,1%
N#CC(C(=O)c1ccc(S(=O)(=O)N2CCCCCC2)cc1)c1nc2ccccc2[nH]1 (stereo not given),-3.4%,-3%
CS(=O)(=O)N(CCc1ccccc1)CC(=O)NCc1ccccn1,0.6%,-4%
CCOc1ccc(N2C(=O)CC(N3CCC(Cc4ccccc4)CC3)C2=O)cc1 (stereo not given),2.6%,-1%
CCOC(=O)N1CCN(C(=O)c2ccc(CNS(=O)(=O)c3ccc(C)cc3)cc2)CC1,-2.8%,3%
Cn1nc(-c2ccc(N3CCOCC3)c(NC(=O)c3ccccc3)c2)c2ccccc2c1=O,1.0%,0%
O=C(Nc1cc(C(F)(F)F)ccc1Cl)C1CC(=O)N(c2ccc(Br)cc2)C1 (stereo not given),-0.1%,-2%
CC(C)Oc1ccc(N2C(=O)c3ccccc3C2=O)cc1,-0.7%,.
N#Cc1c(-c2ccccc2)[nH]c(=S)[nH]c1=O,2.2%,.
O=C(O)CCN1C(=O)/C(=C/c2ccccc2F)SC1=S,2.1%,-1%
Cc1nc2ccccc2n1CCC(=O)Nc1cccc(F)c1,-5.4%,-4%
c1ccc(N2Cc3cc4c(cc3C2)CN(c2ccccc2)C4)cc1,2.0%,4%
COCCCNC(=O)C(=O)Nc1ccc(OC)c(Cl)c1,-1.7%,2%
C=C(C)CSCc1nc2ccccc2[nH]1,0.2%,-2%
CCSc1nnc(NC(=O)CSc2nnc(-c3c[nH]c4ccccc34)n2C)s1,1.8%,4%
Cc1ccc(-c2nnc(Nc3ccc4c(c3)ncn4C)c3ccccc23)cc1,5.1%,-3%
O=Cc1ccc(/C=C2/SC(=S)N(Cc3ccccc3)C2=O)cc1,3.6%,0%
COc1ccc(NC(=O)c2c(C)cc(=O)oc2C)c(OC)c1,-6.4%,-13%
CCOC(=O)CN1C(=O)C(CC)Oc2ccccc21 (stereo not given),0.2%,-7%
CCN(CC)CCCOc1ccc(C)cc1Br,3.6%,.
N#CCSCC(=O)Nc1ccc(F)cc1,1.9%,-7%
COc1cc(CO)ccc1Oc1nnnn1-c1ccc(C(N)=O)cc1,1.7%,.
Cc1cc(NC(=O)c2cnn3cccnc23)nn1CC(=O)Nc1cccnc1,1.2%,-12%
O=C(c1ccco1)N1CCN(CC(=O)N2CCCc3c2c(=O)oc2ccc(O)cc32)CC1,2.2%,3%
Cc1cc(C)n(C(=O)c2ccc(Cl)c([N+](=O)[O-])c2)n1,4.6%,0%
Cc1cc2c(cc1C)NC(CC(=O)Nc1ccccc1C(F)(F)F)C(=O)N2 (stereo not given),-3.0%,6%
CCC(C(=O)Nc1ccccc1I)c1ccccc1 (stereo not given),2.6%,1%
COc1ccc(Cc2nnc(SCC(=O)NC3CCCC3)o2)cc1,1.3%,.
Cc1nn(-c2nc3ccccc3s2)c(N)c1Sc1ccc(F)cc1,0.5%,6%
COc1cc(-c2ccccc2)nc2ccccc12,-4.8%,.
CCOC(=O)c1c(NC(=O)C23CC4CC(CC(C4)C2)C3)sc(C(=O)Nc2ccccc2OC)c1C,-3.5%,3%
N#CC(=C1CCCCC1)c1nc(-c2cc3ccccc3oc2=O)cs1,-3.1%,2%
Nc1[nH]nc2nc(N3CCCC3)nc(-c3ccccc3)c12,6.2%,-6%
C=C(C)CSc1nnc2[nH]c(=O)cc(N)n12,-0.3%,4%
Cc1cc(OCC(=O)Nc2cccc(F)c2)cc(C)c1Cl,4.2%,2%
CCc1ccccc1N(CC(=O)Nc1cccc(C(F)(F)F)c1)S(C)(=O)=O,4.7%,-2%
Cc1cccc(NC(=O)CSc2nnc(-c3ccccc3)c(-c3ccccc3)n2)c1,0.3%,6%

# In a second layout: 5 of the compounds above
structure | Hsp70 displacement | Rat MKP-3 inhibitors
Cc1cccc(-n2nc3c(c2NC(=O)CCC2CCCCC2)CS(=O)C3)c1C (stereo not given) | 3.0% | 1%
COc1ccc(NC(=O)c2cccc(Oc3ccccc3)c2)cc1OC | -2.5% | 4%
CN(C)c1ccc(NC(=O)c2ccc(Br)cc2)cc1 | 9.1% | 0%
Cc1ccc(S(=O)(=O)N2CCN(Cc3nc4ccccc4n3C)CC2)cc1 | -2.9% | -8%
N#C/C(=C/c1ccc(Sc2nc3ccccc3[nH]2)o1)c1cccc(F)c1 | -1.7% | .

# In the list so far, five contain a thiophene ring, fused or not:
SMILES,Hsp70 displacement,Rat MKP-3 inhibitors
COc1ccc(/C=N/n2c(N)c(S(=O)(=O)c3cccs3)c3nc4ccccc4nc32)cc1OC,-0.4%,.
O=C(NCC(=O)N(c1cccnc1)C(C(=O)NC1CCCC1)c1ccco1)c1cccs1 (stereo not given),.,-4%
O=C1C=C(O)CC(c2cccs2)C1 (stereo not given),1.9%,1%
CCC1CCc2c(sc(NC(=O)c3ccc(C(C)C)cc3)c2C(N)=O)C1 (stereo not given),7.8%,0%
CCOC(=O)c1c(NC(=O)C23CC4CC(CC(C4)C2)C3)sc(C(=O)Nc2ccccc2OC)c1C,-3.5%,3%

# (further entries)
SMILES,Hsp70 displacement,Rat MKP-3 inhibitors
Cc1ccc(OCCCCN2CCC(C)CC2)c(Cl)c1,-2.7%,-1%
CC1(C)Cc2c(sc3[nH]c(=S)n(Cc4ccco4)c(=O)c23)CO1,-3.8%,-6%
CCOc1cc(/C=C2\SC(=S)NC2=O)cc(Br)c1OC(C)=O,-5.0%,3%
CCCCCn1c(CN2CCN(c3cc(Cl)ccc3C)CC2)nc2c1c(=O)[nH]c(=O)n2C,83%,4%

# High-throughput results as filed in PubChem.

# These rows are one share of the data (hit frequency here may not be typical).
